High-throughput results (PubChem BioAssay)
NOD2 inhibition: NOD2 signaling inhibitors, cell-based, luminescence, uHTS, HEK293 (AID 1566) | HEK293 NOD2/NF-kB luciferase reporter, luminescence; higher % means a stronger effect | 0.63% of 290,000 active | inhibition, % at 4 µM, or EC50 in µM where a hit was titrated; further: many of its hits are not listed in these tables
XIAP antagonists: XIAP antagonists, biochemical, IAP family, fluorescence polarization (AID 1018). one-dose displacement, % at 20 µM; IC50 in µM for titrated hits. XIAP BIR domain, fluorescence polarization peptide displacement; higher % means a stronger effect. E3 ubiquitin-protein ligase XIAP (Homo sapiens). 0.007% of 200,000 active; in the data active means displacement above about 50%; further: a part of the inactive calls stands beside numbers as strong as those of hits
LYP phosphatase: inhibitors of LYP phosphatase, biochemical, fluorescence intensity, uHTS (AID 1779) | Tyrosine-protein phosphatase non-receptor type 22 (Homo sapiens) | recombinant LYP phosphatase, fluorescence intensity; higher % means a stronger effect | one-dose inhibition, % at 11.5 µM; IC50 in µM for titrated hits | 0.054% of 290,000 active;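 further: plate controls were vehicle with enzyme for no effect and no enzyme for full effect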
AID2073: inhibitors of Mint1-CaV2.2 protein interaction, biochemical, HTRF (AID 2073) | Voltage-dependent N-type calcium channel subunit alpha-1B (Homo sapiens) | HTRF protein-protein interaction, Mint1-CaV2.2; higher % means a stronger effect | one-dose inhibition, % at 20 µM; IC50 in µM for titrated hits | 0.19% of 290,000 active; in the data active means inhibition mostly above about 51%, no sharp cut-off; further: some results filed as inactive read as strong as hits
HIV fusion peptide: inhibitors of HIV fusion peptide binding, primary screen, biochemical, uHTS, fluorescence dequenching (AID 1986); inhibition, % at 20 µM, or IC50 in µM where a hit was titrated; 0.3% of 290,000 active; cell-free peptide binding, fluorescence dequenching, 30 min; higher % means a stronger effect; in the data active means inhibition mostly above about 52%, no sharp cut-off; inactive means mostly below about 76%; further: some results filed as inactive read as strong as hits
SIAH1 antagonists: Siah-1 peptide-binding antagonists, primary screen, biochemical, fluorescence polarization, rhodamine-plectin, uHTS (AID 1817); 0.02% of 290,000 active; Siah-1 / rhodamine-plectin peptide fluorescence polarization; higher % means a stronger effect; one-dose displacement, % at 20 µM; IC50 in µM for titrated hits;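 active means displacement of at least 50% at 20 µM, with a fluorescence ratio check between 0.3 and a set limit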;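 further: plate controls were Siah plus tracer with DMSO for no effect and tracer alone without Siah for full effect; strong numbers were not always called active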
Dengue-2 NS5 capping: Dengue-2 NS5 methyltransferase inhibitors, primary screen, biochemical, confirmation dose response (AID 588689) | Dengue-2 NS5 methyltransferase capping enzyme assay, biochemical; higher % means a stronger effect | 0.3% of 340,000 active | inhibition, % at 25 µM; hits with a dose series show IC50 in µM; in the data active means a potency from the dose series
Myeloid diff 2: induction of myeloid progenitor differentiation, primary screen, cell-based, flow cytometry, MLPCN library. calls only at 10 µM. AID 624256, 2012. ER-HoxA9 myeloid progenitors, lysozyme-GFP differentiation. 1% of 360,000 active;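 active means normalized GFP-positive differentiation at or above the plate's own cutoff, the solvent-only control mean plus 3 SD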;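 further: cells exposed to compound for four days before flow analysis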
Hep lipid drop: inhibitors of hepatocyte lipid droplet formation, primary screen, imaging, high-throughput imaging, BODIPY stain; AML12 mouse hepatocytes, oleate lipid droplets; inhibition, % at 6.5 µM; 0.4% of 240,000 active;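 active means lipid droplet intensity inhibited by at least 50%, with more than 500 cells counted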
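Assay system: AML12 mouse liver cells | Compound: 6.5 µM single-point dosing | Schedule: Overnight exposure | Technique: Fluorescence imaging, 20x objective, two fields per well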
Hep lipid drop cells 6.5 µM: further read-out of Hep lipid drop, marked with its call; cell count; measured here: cell count, cytotoxicity flag;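 cells counted across two imaged fields per well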
Myeloid diff 2 GFP+ MAC1+ %: recorded beside Myeloid diff 2, whose call it bears; GFP+ MAC1+ double positive, %; measured here: differentiation confirmed by MAC1 staining
* hit, by the source's call; i = inactive; . = not tested or not shown. Unless noted, no stated cut-off is given here; in the data, active means inhibition above about 50%; inactive means the rest. Not all compounds are listed; count on the stated rates, not on these rows.

SMILES	NOD2 inhibition	XIAP antagonists	LYP phosphatase	AID2073	HIV fusion peptide	SIAH1 antagonists	Dengue-2 NS5 capping	Myeloid diff 2	Myeloid diff 2 GFP+ MAC1+ %	Hep lipid drop	Hep lipid drop cells 6.5 µM
Cc1nn2c3ccccc3n(Cc3ccccc3)c2nc1=O	12%	0.9%	-8%	27%	0.9%	-3%	-4%	i	1.7	15	809
Cc1ccc(C(CC(=O)O)C2CCOC(C)(C)C2)cc1 (centres undefined)	18%	-1.2%	-5%	2%	1.8%	0%	-1%	i	0.5	-1	806
CCOC(=O)C(CC)Sc1nnc2c3cc(C)ccc3n(C)c2n1 (centres undefined)	10%	-3.9%	-7%	-4%	-1.4%	-1%	-2%	i	0.1	.	.
O=C(Nc1ccccc1F)N1CCC(NC(=O)C23CC4CC(CC(C4)C2)C3)CC1	0%	.	-5%	-4%	-0.5%	-1%	-2%	i	5.0	2	812
NC(=O)c1cc2cc(Br)ccc2oc1=NCc1ccccc1	-30%	3.0%	1%	2%	-1.1%	0%	-3%	i	0.8	8	756
Cn1cccc1-c1cc(C(=O)N/N=C/C=C/c2ccccc2)[nH]n1	7%	-5.7%	4%	7%	-1.6%	-2%	.	i	0.1	14	670
Cc1ccccc1C(=O)NCCOc1ccccc1Cl	-114%	.	-5%	4%	-0.1%	-3%	-10%	i	0.5	-2	846
COc1cccc(NC(=O)CCNS(=O)(=O)c2ccc3c(c2)oc(=O)n3C)c1	7%	.	-9%	13%	0.8%	-2%	-8%	i	4.7	-9	630
COc1cccc(N2CCN(S(=O)(=O)c3ccc(-n4cnnn4)cc3)CC2)c1	-6%	.	-7%	48%	0.9%	8%	-5%	i	0.8	8	402
COc1cc(CO)ccc1OCC(=O)N1CCc2ccccc21	13%	.	-12%	8%	0.0%	-5%	-2%	.	.	-1	868
Cc1ccc(S(=O)(=O)C2C(=O)NC3(C)CC2c2ccccc2O3)cc1 (centres undefined)	7%	-5.3%	-10%	8%	-1.1%	-5%	-8%	i	0.5	-19	644
COc1cc2c(C(=O)OCCN(C)C)c(CSc3ccccc3)n(C)c2cc1Br	3%	-8.7%	2%	6%	-2.4%	12%	-1%	i	0.3	-12	643

By substructure, the entries above containing a carbonyl joined to an NH by a bond outside any ring (five)
SMILES	NOD2 inhibition	XIAP antagonists	LYP phosphatase	AID2073	HIV fusion peptide	SIAH1 antagonists	Dengue-2 NS5 capping	Myeloid diff 2	Myeloid diff 2 GFP+ MAC1+ %	Hep lipid drop	Hep lipid drop cells 6.5 µM
O=C(Nc1ccccc1F)N1CCC(NC(=O)C23CC4CC(CC(C4)C2)C3)CC1	0%	.	-5%	-4%	-0.5%	-1%	-2%	i	5.0	2	812
NC(=O)c1cc2cc(Br)ccc2oc1=NCc1ccccc1	-30%	3.0%	1%	2%	-1.1%	0%	-3%	i	0.8	8	756
Cn1cccc1-c1cc(C(=O)N/N=C/C=C/c2ccccc2)[nH]n1	7%	-5.7%	4%	7%	-1.6%	-2%	.	i	0.1	14	670
Cc1ccccc1C(=O)NCCOc1ccccc1Cl	-114%	.	-5%	4%	-0.1%	-3%	-10%	i	0.5	-2	846
COc1cccc(NC(=O)CCNS(=O)(=O)c2ccc3c(c2)oc(=O)n3C)c1	7%	.	-9%	13%	0.8%	-2%	-8%	i	4.7	-9	630

The list goes on:
SMILES	NOD2 inhibition	XIAP antagonists	LYP phosphatase	AID2073	HIV fusion peptide	SIAH1 antagonists	Dengue-2 NS5 capping	Myeloid diff 2	Myeloid diff 2 GFP+ MAC1+ %	Hep lipid drop	Hep lipid drop cells 6.5 µM
CC1=C(C(=O)OCc2ccccc2)C(c2cccs2)NC(=O)N1CCCC(=O)O (centres undefined)	12%	-7.9%	-4%	-2%	1.8%	-1%	-2%	i	0.6	4	741
CCn1cc(C(=O)N(C)CC(OC)OC)c(=O)c2cc(S(=O)(=O)N3CCOCC3)ccc21	5%	.	-6%	5%	-0.9%	10%	8%	i	2.4	-4	706
CN1CCCc2cc(C=O)ccc21	7%	-10%	-4%	-5%	-2.0%	-3%	0%	i	0.7	20	635
CCN(CC(O)c1cccc(O)c1)C(=O)C12CC3CC(CC(C3)C1)C2 (centres undefined)	13%	.	-10%	4%	0.0%	9%	-2%	i	0.7	.	.
CC(=O)Nc1ccccc1C(=O)N1CC(C)OC(C)C1 (centres undefined)	0%	-3.9%	-8%	-3%	0.9%	4%	.	i	0.0	.	.
CCCn1cc([C@@H]2C[C@H]3CN(Cc4cccc(Cl)c4)C(=O)[C@]34CCCN24)c(C)n1	9%	.	-8%	11%	-0.3%	-4%	9%	i	0.1	-14	695
CC(C)C[C@H](NC(=O)c1[nH]cnc1C(=O)Nc1ccc(CNC(=O)OC(C)(C)C)cc1)C(=O)OCc1ccccc1	7%	.	16%	13%	-0.3%	-9%	-5%	i	3.1	-18	698
CC1CC2(NC(=O)NC2=O)C(C)CN1C (centres undefined)	22%	-3.4%	-5%	0%	4.9%	2%	0%	.	.	-6	767
O=C1c2cccnc2C(=O)N1Cc1ccc(S(=O)(=O)N2CCN(c3ccccc3)CC2)cc1	17%	.	-7%	10%	1.5%	0%	-1%	i	3.7	20	729
COC(=O)C1(Cc2ccc(O)cc2)OC(=O)C(O)=C1c1ccc(O)cc1 (centres undefined)	-21%	.	2%	1%	17%	-4%	6%	i	2.2	-3	681
COc1cc(NC(=O)CN2C(=O)NC(C)(c3ccc(OC(F)F)cc3)C2=O)cc(OC)c1OC (centres undefined)	18%	.	-6%	4%	1.0%	14%	2%	i	0.0	-14	786
O=C(C1CC1)N1CCN(c2nc3ccccc3s2)CC1	-51%	-6.6%	2%	0%	0.0%	0%	-6%	i	2.2	.	.
Cc1csc2nc(CNS(=O)(=O)c3ccc(-c4ccccc4)cc3)cn12	14%	-0.1%	-4%	10%	-1.0%	4%	0%	i	2.2	-18	692
COc1ccc(NC2=NCC(=O)N2c2ccccc2F)c(OC)c1	0%	1.8%	-16%	2%	-2.2%	1%	-7%	i	0.6	.	.
Cc1nnc(N)nc1C	1%	-24%	12%	10%	-1.7%	1%	-3%	i	0.9	.	.
Cc1c(C(=O)Nc2cccc(S(=O)(=O)N3CCCC3)c2)oc2ccccc12	4%	.	-5%	18%	1.1%	16%	-12%	i	0.2	-8	730
Cc1cc(C(=O)N(C)Cc2ccc(Br)cc2)no1	3%	-9.8%	-3%	10%	3.1%	1%	7%	i	1.7	.	.
Cc1cccc(-n2c(SCC(=O)N3CCCC3)nnc2-c2ccccn2)c1C	-1%	-6.2%	1%	7%	3.6%	-2%	-3%	i	0.2	.	.
Cc1cccc(C(=O)N2CC3(C)CC2CC(C)(C)C3)c1 (centres undefined)	4%	-6.9%	-3%	-1%	-0.2%	-1%	-1%	i	0.6	-53	630
CCCCCCc1ccc(-c2ncc(N)cn2)cc1	-27%	-5.3%	5%	-4%	-2.4%	-2%	4%	i	2.8	20	714
CC1CCN(S(=O)(=O)c2ccc3c(c2)CCN3C(=O)CCC(=O)O)CC1	7%	-5.7%	-12%	15%	-1.2%	-5%	-1%	i	0.6	.	.
CC(=O)N1CCCc2cc(S(=O)(=O)NC(C(=O)NCc3ccc(C)cc3)C(C)C)ccc21 (centres undefined)	13%	-3.7%	-4%	16%	0.4%	-1%	0%	i	1.7	.	.
Cc1ncoc1C(=O)N1CCCC(N2CCN(c3cccc(C(F)(F)F)c3)CC2)C1 (centres undefined)	24%	.	-8%	1%	0.0%	-2%	-1%	i	1.0	3	831
CCCNc1sc(S(=O)(=O)CCC)nc1S(=O)(=O)c1ccc(C)cc1	-8%	-0.6%	2%	-10%	-0.9%	-5%	-8%	i	0.6	6	672
CCc1nnc(NC(=O)c2cccc(S(=O)(=O)N3CCN(c4ccccc4)CC3)c2)s1	-3%	-8.9%	-5%	2%	0.5%	-3%	-7%	i	0.7	.	.
CN(c1ccccc1)S(=O)(=O)c1ccc(Cl)c(C(=O)OCC(=O)NCc2ccco2)c1	7%	.	-1%	40%	0.2%	11%	-14%	i	0.7	7	725
CC(C)C1=NN2C(=N)CC(=O)N=C2S1	-3%	-0.1%	-8%	0%	7.3%	3%	1%	i	4.8	.	.
CC1(C)CCC(=O)N2CC[C@H]3C[C@H](OC(=O)Nc4ccc5c(c4)OCO5)C[C@@H]1[C@H]32	4%	.	-13%	2%	-0.8%	8%	-11%	i	0.4	5	802
O=C(Cn1c(C2CC2)nc2ccccc2c1=O)Nc1ccc(Br)cc1	-12%	-11%	-5%	18%	4.8%	-1%	-4%	i	1.1	4	732
CCCCn1c(=O)c(C(=O)N/N=C/c2ccc(F)cc2)c(O)c2ccccc21	1%	-14%	-1%	8%	-0.1%	-6%	.	.	.	-10	559
Cc1onc(-c2ccccc2Cl)c1C(=O)NCc1ccc(S(N)(=O)=O)cc1	7%	0.0%	-3%	1%	1.8%	-2%	0%	i	1.0	.	.
CCOC(=O)C1CCCN(C/C=C/c2ccccc2)C1 (centres undefined)	-18%	.	-1%	6%	1.5%	3%	3%	i	0.6	-2	770
CC(=O)Nc1cccc(NC(=O)Cc2ccc3ccccc3c2)c1	13%	.	-7%	12%	0.0%	1%	5%	i	1.1	3	752
CC(=O)Nc1ccc(CN2CCN(Cc3ccc(C)cc3)C(CCO)C2)cc1 (centres undefined)	-8%	-10%	-8%	10%	0.3%	-5%	0%	i	0.9	17	768
CCCCCCn1c(SCC(=O)OC)nc2c1c(=O)[nH]c(=O)n2C	2%	-1.5%	6%	-1%	2.4%	-1%	-5%	i	2.0	-13	666
Cc1ccnc(NC(=O)C2CCN(S(=O)(=O)c3cccc(C(F)(F)F)c3)CC2)c1	-13%	.	-3%	0%	0.3%	-1%	-5%	i	6.1	-16	857
CCCCOC(=O)Nc1nc2ccccc2s1	-190%	-1.1%	-11%	-2%	-1.7%	2%	6%	i	0.8	.	.
CCC(C)NS(=O)(=O)c1ccc(OCC(=O)N2CCCCC2)cc1 (centres undefined)	3%	-4.9%	-8%	-2%	0.3%	3%	5%	i	16	0	864
Cc1occc1-c1nnc(SCc2cc(=O)n3cc(Br)ccc3n2)n1C	20%	-5.6%	-7%	30%	-2.7%	-2%	.	.	.	.	.
CC1CC(C)CN(S(=O)(=O)N2CCCC(C(=O)NCCCN3CCCCC3C)C2)C1 (centres undefined)	1%	.	-7%	-7%	0.3%	1%	-11%	i	1.0	-1	699
COc1ccc(NC(=O)CSc2nc3nc(C)cc(C)c3c(=O)[nH]2)cc1	19%	.	-4%	8%	-1.1%	-2%	-4%	i	2.4	8	710
COc1ccccc1N1CCN(S(=O)(=O)c2cc3[nH]c(=O)c(=O)[nH]c3cc2C)CC1	11%	.	-9%	33%	-2.4%	-3%	-7%	i	0.9	-4	746
Nc1ccc(Nc2ccc([N+](=O)[O-])cc2[N+](=O)[O-])cc1	9%	-1.3%	-2%	10%	-3.3%	0%	12%	i	0.5	5	730
CCOC(=O)CSc1nc2c(sc3ccccc32)c(=O)n1CCCN1CCOCC1	13%	-3.7%	1%	-4%	-2.2%	1%	-4%	i	2.1	-2	716
